Screens deposited in PubChem by several laboratories.
Kir21 block = inhibitors of mouse Kir2.1 inward-rectifier potassium channel. Inward rectifier potassium channel 2 (Mus musculus), P35561. HEK293-Kir2.1, FluxOR thallium flux fluorescence; active compounds read low. B-score at 10 µM. hit rate 0.85% among 310,000. AID 1672, 2009;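 active = fluorescence ratio B-score at or below minus 3 SD of library scores, with starting-brightness B-score within 2 SD, cut at about -4.2 in these data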;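 also: channel flux triggered by added potassium and thallium sulfate stimulus; B-score of peak minus minimum fluorescence over baseline after thallium stimulus; more negative B-score means stronger Kir2.1 block with less thallium influx; some compounds called inactive have numbers as strong as hits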
Target sequence (P35561 whole entry, looked up): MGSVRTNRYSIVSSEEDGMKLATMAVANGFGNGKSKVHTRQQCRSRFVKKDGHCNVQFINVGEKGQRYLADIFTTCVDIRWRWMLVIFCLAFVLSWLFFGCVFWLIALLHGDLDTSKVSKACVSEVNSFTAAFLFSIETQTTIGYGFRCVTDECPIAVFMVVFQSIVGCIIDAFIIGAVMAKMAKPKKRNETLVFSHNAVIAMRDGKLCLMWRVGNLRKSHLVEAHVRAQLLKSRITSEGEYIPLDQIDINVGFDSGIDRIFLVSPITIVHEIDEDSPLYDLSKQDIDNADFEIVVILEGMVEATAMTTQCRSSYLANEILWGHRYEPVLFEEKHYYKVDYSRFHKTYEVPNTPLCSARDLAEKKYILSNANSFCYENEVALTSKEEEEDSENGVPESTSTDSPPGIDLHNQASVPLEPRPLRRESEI
STK33 kinase inh = inhibitors of purified STK33 kinase, primary screen, biochemical, ADP-Glo luminescence, homogeneous, cell-free. MBP phosphorylation. Serine/threonine-protein kinase 33 (Homo sapiens), Q9BYT3. hit rate 0.073% among 320,000. inhibition, % at 10 µM;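 active = inhibition at or above 25%, using the most active replicate where run in duplicate; inactive = inhibition below 25%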
Target sequence (Q9BYT3 whole entry, looked up): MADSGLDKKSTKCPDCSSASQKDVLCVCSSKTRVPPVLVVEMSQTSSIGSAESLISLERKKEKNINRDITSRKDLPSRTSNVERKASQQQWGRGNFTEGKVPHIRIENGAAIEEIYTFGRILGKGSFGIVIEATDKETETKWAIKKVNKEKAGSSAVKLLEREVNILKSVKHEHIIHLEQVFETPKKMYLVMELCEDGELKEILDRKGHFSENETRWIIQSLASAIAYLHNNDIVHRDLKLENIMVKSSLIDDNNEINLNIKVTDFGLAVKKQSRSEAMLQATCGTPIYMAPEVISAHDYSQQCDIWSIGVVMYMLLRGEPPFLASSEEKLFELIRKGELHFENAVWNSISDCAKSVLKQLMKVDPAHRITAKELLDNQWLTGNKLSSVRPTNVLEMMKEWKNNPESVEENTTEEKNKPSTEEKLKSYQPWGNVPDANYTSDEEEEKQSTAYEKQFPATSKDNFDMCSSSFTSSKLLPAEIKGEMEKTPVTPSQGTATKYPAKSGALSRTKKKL
* hit, by the source's call; x = not tested or not shown.

SMILES	Kir21 block	STK33 kinase inh
O=C(CN1CCCN(Cc2ccc(F)cc2)S1(=O)=O)NC1CCCC1	-1.6	0.1
CCOc1ccc(NC(=S)Nc2ccccc2C2(C)CC2)cc1	0	0.1
CC1=NN(c2nc3ccccc3[nH]2)C(=O)C1Cc1ccccc1 (stereo not given)	-0.46	0.4
O=C(Nn1c(Cc2ccccc2)nc2ccccc2c1=O)c1c(O)c2cccc3c2n(c1=O)CCC3	0.01	-0.7
COc1ccc(Cn2nnnc2C(c2cc3cc(C)ccc3[nH]c2=O)N2CCN(C)CC2)cc1 (stereo not given)	0.06	x
CCn1nc(NC(=O)C2CCCO2)c2cc3cccc(C)c3nc21 (stereo not given)	-1.3	2.0
Cc1cnc(NC(=O)CC(C)c2ccccc2)s1 (stereo not given)	0.01	-1.6
CCOc1ccc(N=C(C)c2ccccc2O)cc1	0	-0.6
O=C(CCCn1c(=S)[nH]c2cc3c(cc2c1=O)OCO3)NCc1ccccc1Cl	-1.9	-0.4
COc1ccccc1/C=C/C=N/N1CCN(Cc2cccc3ccccc23)CC1	0.1	1.0
CSc1ccc(CCNS(=O)(=O)c2csc(C(N)=O)c2)cc1	-0.63	1.1
COc1ccc(OCC(=O)Nc2ccccc2O)cc1	-1	0.0
Clc1ccc(OCCn2ccnc2)c(Br)c1	-0.52	3.3
CCN(CC)S(=O)(=O)c1ccc2[nH]cc(C(=O)NC3CC3)c(=O)c2c1	0.72	-0.2
Cc1cc(NS(=O)(=O)c2ccc(NC(=O)CNS(=O)(=O)c3ccccc3)cc2)nc(C)n1	x	-0.1
CCOc1ccccc1NC(=O)c1ccc(CN2CCc3ccccc3C2)cc1	-1.1	-1.2
CC(C)=C(NC(=O)c1ccccc1)C(=O)NCCCC(=O)O	-0.44	-1.0
Cc1ccc(-n2c(Cc3cccs3)nnc2SCC(=O)Nc2ccc(S(N)(=O)=O)cc2)cc1	0.05	2.3
CN(C)/C=C/C(=O)c1cnc(-c2ccccn2)s1	-0.03	0.1
CCN(CC)S(=O)(=O)c1ccc(C)c(NC(=O)COC(=O)CCC(=O)c2cccs2)c1	x	-1.2

Of the compounds above, these have an aryl thioether with sulfur outside any ring.
SMILES	Kir21 block	STK33 kinase inh
CSc1ccc(CCNS(=O)(=O)c2csc(C(N)=O)c2)cc1	-0.63	1.1
Cc1ccc(-n2c(Cc3cccs3)nnc2SCC(=O)Nc2ccc(S(N)(=O)=O)cc2)cc1	0.05	2.3

Random excerpt: two compounds from above
SMILES	Kir21 block	STK33 kinase inh
CCN(CC)S(=O)(=O)c1ccc(C)c(NC(=O)COC(=O)CCC(=O)c2cccs2)c1	x	-1.2
CN(C)/C=C/C(=O)c1cnc(-c2ccccn2)s1	-0.03	0.1

Next part.
SMILES	Kir21 block	STK33 kinase inh
O=C1CCCCN1CCC(=O)N1CCCC(N2CCN(c3ccccc3)CC2)C1 (stereo not given)	-0.02	-1.5
COc1ccccc1OCCNC(=O)c1ccc2c(c1)CCC2	1	-0.4
COc1ccc(S(=O)(=O)N2CCCCC2)cc1C(=O)N1CCCCCC1	0.01	0.0
O=c1cc(N2CCCCC2)c(-c2ccccc2)nn1Cc1cccc(F)c1	-1.1	0.2
O=C(CCCn1c(SCC(=O)c2ccc(F)cc2)nc2ccccc2c1=O)NCc1ccco1	0.82	0.7
CCOCC(=O)Nc1c(C(=O)Nc2ccc3c(c2)OCO3)oc2ccccc12	-0.01	1.8
O=C(NCc1ccccc1)c1cc[n+](CC(=O)c2cccs2)cc1	1.1	-0.8
CCc1ccc(/C=C2\SC(N3CCCC3)=NC2=O)cc1	-1.2	0.2
CCNc1nc(NCC)n2c(SCC(=O)Nc3ccc(C)c(C)c3)nnc2n1	2.6	x
COc1cc(O)c(C(CC(=O)N2CCOCC2)c2ccc(N(C)C)cc2)c(OC)c1 (stereo not given)	0.32	0.4
C[C@H](NC(=O)C1CCN(S(=O)(=O)c2ccccc2)CC1)C(=O)NCc1cccc(C(F)(F)F)c1	-0.77	-0.5
CCN(Cc1ccc(O)cc1)CC1CCCN(CCc2cccc(F)c2)C1 (stereo not given)	-2.6	0.0
COc1ccccc1CNC(=O)C(C)Sc1ccc(C)cc1 (stereo not given)	-0.57	-0.1
Cc1c(CC(=O)O)c(=O)oc2cc3occ(-c4ccc(F)cc4)c3cc12	1.1	0.0
Cc1nc(=O)c(-c2ccccc2)c(C)n1CCCO	-0.36	-1.4
Cc1ccc(Oc2nsnc2N2CCOCC2)cc1	-0.22	-1.6
CCc1ccc(N(CC(=O)Nc2sc3c(c2C(=O)OC)CCCC3)S(C)(=O)=O)cc1	2.1	x
Cc1cc2ccccc2c(=O)n1CC(=O)NCCC1=CCCCC1	0	-0.2
CCCCOC(=O)Nc1ccc(C(C)C)cc1	0.7	-0.5
Cc1cc(C)cc(OCC(=O)OCC(=O)NC2CC2)c1	x	0.8

Profiles, quoted from the list.
Record of Clc1ccc(OCCn2ccnc2)c(Br)c1 → Kir21 block: -0.52; STK33 kinase inh: 3.3
Record of O=C(CCCn1c(=S)[nH]c2cc3c(cc2c1=O)OCO3)NCc1ccccc1Cl → Kir21 block: -1.9; STK33 kinase inh: -0.4
Record of CCOc1ccc(NC(=S)Nc2ccccc2C2(C)CC2)cc1 → Kir21 block: 0; STK33 kinase inh: 0.1

Following part:
SMILES	Kir21 block	STK33 kinase inh
CCN(C(=O)c1cccc(F)c1)c1ccccc1C	-0.11	-2.1
COC(=O)C1CC(=O)N(CCc2c[nH]c3ccccc23)C1 (stereo not given)	-0.28	-2.3
COc1cc(OC)cc(C(=O)Nc2nc3ccccc3[nH]2)c1	-1.3	3.8
CC(=O)c1ccc(NC(=O)Nc2cccc(Cl)c2)cc1	-0.39	-0.6
COc1cc(C2c3c(oc4cc(C)c(C)cc4c3=O)C(=O)N2c2cc(C)ccn2)ccc1O (stereo not given)	0.77	-0.3
COc1ccc(Cc2n[nH]c(=S)n2NC(=O)Nc2ccc(Cl)c(Cl)c2)cc1	-0.32	4.4
CCC(=O)Nc1ccc2nc(SCC(=O)N3CCCC3)sc2c1	3	-2.8
Cc1cc(C)c(C#N)c(N2CCN(S(=O)(=O)Cc3ccccc3)CC2)n1	-0.65	-0.6
COc1ccc(-n2nc(C(=O)NCC(=O)NCC3COc4ccccc4O3)c3ccccc3c2=O)c(OC)c1 (stereo not given)	-0.16	0.1
CC1(C)CC(=O)C(Sc2ccc(Br)cc2)=C(O)C1	-1.4	-0.7
Cc1ccc(S(=O)(=O)N2CCC(C(=O)N[C@@H](C)C(=O)Nc3ccc4c(c3)OCO4)CC2)cc1	-0.41	-0.3
O=C(O)CCCC(=O)Nc1ccccc1SCCS(=O)(=O)c1ccc(Cl)cc1	1.7	-1.0
O=C(Cn1cc([N+](=O)[O-])cn1)Nc1ccn(Cc2c(F)c(F)c(F)c(F)c2F)n1	0.01	0.0
COC(=O)C1N[C@@H]([C@@H](NC(=O)COc2ccccc2)C(=O)NCc2ccc(OC)cc2)SC1(C)C (stereo not given in full)	-0.87	0.6
COc1ccc(C(C(=O)NC2CCCCC2)N(C(=O)c2ccccn2)c2cccnc2)c(OC)c1 (stereo not given)	-0.02	1.4
COc1ccc(C2NC(=S)N3C(c4ccc(OC)cc4)NC(=S)N23)cc1 (stereo not given)	-0.75	1.3
COc1ccc(CNC(=O)C2CC(c3cccc([N+](=O)[O-])c3)=NO2)cc1 (stereo not given)	1.4	-1.4
O=C(CCN1C(=O)S/C(=C/c2ccccc2)C1=O)Nc1ccc(O)c(C(=O)O)c1	0.04	-1.4
O=c1c(Cc2ccc(F)cc2)c(O)ccn1Cc1ccco1	2.8	-1.4
O=C1c2ccccc2C(=O)N1CCOc1ccccc1Cl	-0.36	0.2
O=C(NCCCN1CCOCC1)C(=O)N/N=C/c1c2ccccc2cc2ccccc12	0.24	-0.5
COc1ccccc1NC(=O)c1ccc(NC(=O)COC(=O)C2CCCCC2)cc1	1	1.4
Cc1cnc(NC(=O)c2ccc3c(c2)C(=O)N(Cc2ccco2)C3=O)s1	0.01	-0.2
O=C1CCN(CCc2ccccc2)CCN1CCO	-0.02	-0.4
Cc1cccc(NC(=S)N/C(=N/S(=O)(=O)c2ccccc2)c2ccccc2)c1	-1.4	0.7
O=C(COc1ccc(Br)cc1)OCc1nnc(-c2ccccc2)o1	-1.4	-0.7
COCCN(C(=O)CCC(=O)Nc1nccs1)C(C(=O)NCCC(C)C)c1ccc(F)cc1 (stereo not given)	-1.6	0.3
Cn1cccc1C(=S)N=P(C1CCCCC1)(N1CCOCC1)N1CCOCC1	0.88	-1.1
CC[C@H]1C/C=C\Cc2ccccc2[C@@H](C(=O)C[C@@H](O)CC(C)=O)OC1=O	x	1.0
Cc1cc(S(=O)(=O)n2[nH]c(=O)c(CCO)c2C)c(Cl)cc1Cl	1.1	1.6
CCCCOC(=O)NC(NCC(O)c1ccccc1)(C(F)(F)F)C(F)(F)F (stereo not given)	1.4	0.0
CNC(=O)c1ccc2snnc2c1	-0.48	0.5
CC1(C)OC(=O)N(CC(=O)Nc2cccc(C(F)(F)F)c2)C1(C)O (stereo not given)	1.2	-1.3
CCOc1ccc(CN2CCN(Cc3cccc4nonc34)CC2CCO)cc1 (stereo not given)	-0.96	-1.7
Oc1ccc2ccccc2c1C=Nc1ccc(Cl)cn1	-2.9	-1.2
c1cncc(Cc2cc3ccccc3[nH]2)c1	-0.26	-0.7
O=C(O)CCc1ccc(-c2ccc(Cl)cc2)n1NC(=O)c1ccc(O)cc1	-0.7	-0.6
O=c1[nH]c(CN2CCCCC2)nc2ccccc12	0.35	-0.1
CCCCCCSc1nc(O)c(C2OC(=O)c3c2ccc(OC)c3OC)c(=O)n1-c1ccccc1 (stereo not given)	-1.7	0.3
CCOC(=O)Cc1csc(NC(=O)Cc2ccc(Cl)cc2)n1	-2.5	6.0
CCSC(=Nc1ccccc1)C1=C(O)COC1=O	-1.1	-0.4
COc1ccccc1NC(=O)N1CCN(C)CC1	0.13	-1.6
COc1cccc(CNC(=O)CCC2CCCN(c3cc(C)nc(N)n3)C2)c1 (stereo not given)	-0.96	0.5
COC(=O)C1=C(C(=O)OC)SC2(S1)C(C(=O)OC)=C(C(=O)OC)SC1=C2c2cc(C)cc(C)c2NC1(C)C	-1.7	-1.9
CCc1cccc(CC)c1-n1c(SCC(=O)c2c(N)n(C)c(=O)n(C)c2=O)nnc1-c1cccnc1	0.01	-2.5
O=C(NCC12CC3CC(CC(C3)C1)C2)c1nc2ncccn2n1	2	-2.7
O=C(COc1cc2oc(=O)cc(-c3ccccc3)c2cc1Cl)NC(Cc1c[nH]c2ccc(O)cc12)C(=O)O (stereo not given)	1.1	-1.7
CCCC(=O)Nc1nc(C)c(-c2csc(Nc3ccc(Cl)cc3)n2)s1	0.68	-0.3
CC1Cc2nc(SCC(=O)N3CCCC3)n(C)c(=O)c2S1 (stereo not given)	1.6	0.5
CCC(CO)NCc1ccc(OCC(=O)Nc2cccc(C(F)(F)F)c2)c(OC)c1 (stereo not given)	-0.96	-1.1
CCOC(=O)c1nn(-c2ccccc2)c(=O)c2c(NC(C)=O)scc12	1.6	-2.4
CCOC(=O)C(CC)/C(C)=N\NC(=O)c1ccccc1O (stereo not given)	0.95	-1.9
C=CCNC(=O)c1cc(C(=O)C(C)c2ncc(C(F)(F)F)cc2Cl)c[nH]1 (stereo not given)	-0.61	-1.7
CC(=O)c1ccc(N2CCN(C(=O)c3ccc4[nH]c(C)c(C)c4c3)CC2)cc1	x	-1.4
Cc1[nH]n(-c2ccc(F)cc2)c(=O)c1/C=N/c1sc2c(c1C#N)CCCC2	-0.01	0.3
CC(Cc1ccccc1)C(=O)Nc1ccc(Br)cc1 (stereo not given)	0.98	1.2
C=CCOc1ccc2c(CC)cc(=O)oc2c1C	-0.83	-0.5
O=C(CSC1=NCCS1)NC1CCCC1	-0.26	0.1
O=C(NCC1CCCO1)c1ccc(-c2cccc(C(F)(F)F)c2)o1 (stereo not given)	-0.95	-0.6
O=C(c1ccc([N+](=O)[O-])cc1)N(Cc1ccc(Cl)cc1Cl)N1C(=O)CCCC1=O	-0.51	-0.9
Additional records:
SMILES	Kir21 block	STK33 kinase inh
CCc1cc2cc(C)ccc2nc1SCC(=O)Nc1cc(C)on1	1.9	-2.3
CC1(c2ccccc2)CC(C)(C)N2C(=O)/C(=C3\SC(=S)NC3=O)c3cccc1c32 (stereo not given)	-1.5	-1.8
Cn1c(=O)c(=O)n(C)c2cc(S(=O)(=O)NCCOc3ccccc3)ccc21	0.22	0.2
OCCC1CN(CC2CCCCC2)CCN1C1CCCC1 (stereo not given)	-0.94	x
COC(=O)CNC(=O)c1cccc(Cl)c1	0.1	-1.6
CC(=O)c1cccc(NC(=O)c2sc3nc4n(c(=O)c3c2C)CCCC4)c1	0.06	0.4
CC(C)CN(C(=O)CSc1nn(-c2ccc(Cl)cc2)c(=S)s1)C1CCS(=O)(=O)C1 (stereo not given)	-0.28	-0.4
CCN(C(=O)Cn1c(=O)oc2cc(S(=O)(=O)N3CCCC3)ccc21)c1ccc(OC)cc1	1.5	0.7
CCc1ccc(/C=N/n2c(COc3ccccc3)n[nH]c2=S)cc1	-0.02	-1.2
CCN(CC(=O)Nc1ccccc1C(F)(F)F)C(=O)CCSc1ccc(F)cc1	-0.03	-0.2
COc1cccc(CNC(=O)CCSCc2ccccc2F)c1	1.6	-0.6
O=C(CCN1CCCCC1)N=Nc1c(O)[nH]c2ccccc12	-0.01	-1.5
O=C1CC(C(=O)O)S/C(=N\N=C\c2ccc(Br)cc2)N1 (stereo not given)	2.4	-0.9
